ABCB6 inh MLPCN – human ABCB6 transporter inhibition | Q9NP58 | K562-ABCB6 porphyrin accumulation, flow cytometry, 1 h; stronger effect = lower value | fluorescence ratio to DMSO, % at 10 µM | 360,000 compounds, 0.19% hits;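 active = fluorescence ratio to DMSO below 75%, the collection mean minus 3 SD; inconclusive = too few cells collected in the well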;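 note: signal is porphyrin accumulated inside mitochondria; 100% equals median channel fluorescence of DMSO control wells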
NOD2 RIPK2 PPI – inhibitors of human NOD2-RIPK2 interaction; CHO BLA complementation NOD2-RIPK2, CCF4 ratio; 360,000 compounds, 0.38% hits; O43353; inhibition, % at 4.98 µM; in the data active = inhibition above about 21%;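 note: 0% = vehicle only and 100% = reference blocker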
Target sequence (O43353 whole entry, looked up): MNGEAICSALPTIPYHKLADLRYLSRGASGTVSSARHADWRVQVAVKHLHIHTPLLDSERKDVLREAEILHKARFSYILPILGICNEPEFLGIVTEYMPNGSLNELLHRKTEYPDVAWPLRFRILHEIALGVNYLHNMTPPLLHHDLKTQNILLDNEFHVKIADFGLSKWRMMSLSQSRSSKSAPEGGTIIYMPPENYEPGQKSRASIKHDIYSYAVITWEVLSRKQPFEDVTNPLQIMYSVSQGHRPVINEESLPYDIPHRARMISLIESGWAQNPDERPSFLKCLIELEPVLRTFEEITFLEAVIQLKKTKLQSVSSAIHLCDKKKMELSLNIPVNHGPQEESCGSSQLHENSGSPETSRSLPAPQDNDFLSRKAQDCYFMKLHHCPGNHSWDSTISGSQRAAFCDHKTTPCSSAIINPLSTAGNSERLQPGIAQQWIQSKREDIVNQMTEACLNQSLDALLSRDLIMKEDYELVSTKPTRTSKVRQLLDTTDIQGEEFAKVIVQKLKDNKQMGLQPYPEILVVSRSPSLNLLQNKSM
MC4R barr agon – agonists of human melanocortin 4 receptor (MC4R) beta-arrestin | AID 540308 | activation, % at 8.9 µM | U2OS MC4R beta-arrestin complementation, luminescence; percent of melanotan II response, DMSO zero | 360,000 compounds, 0.98% hits | P32245;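 active = activation above a per-plate cutoff, the mean activation of sample wells on that plate plus 3 SD, cut at about 8% in these data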
Target sequence (P32245 whole entry, looked up): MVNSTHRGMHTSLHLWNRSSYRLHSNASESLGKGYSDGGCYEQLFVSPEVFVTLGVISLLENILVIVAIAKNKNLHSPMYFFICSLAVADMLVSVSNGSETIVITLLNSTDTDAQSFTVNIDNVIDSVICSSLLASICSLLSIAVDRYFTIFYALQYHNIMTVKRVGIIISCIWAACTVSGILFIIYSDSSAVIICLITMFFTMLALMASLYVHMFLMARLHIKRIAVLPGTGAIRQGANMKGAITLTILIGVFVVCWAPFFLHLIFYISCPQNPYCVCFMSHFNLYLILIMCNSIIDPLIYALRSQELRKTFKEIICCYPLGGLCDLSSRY
TLR9-MyD88 inh – blocks human TLR9 binding to MyD88 | CHO BLA complementation TLR9-MyD88, CCF4 FRET ratio | 340,000 compounds, 0.21% hits | inhibition, % at 4.98 µM | Q9NR96+Q99836 | AID 504734;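 active = inhibition above the mean over all tested compounds plus 3 SD, cut at about 21% in these data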;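 note: 0% = DMSO only wells and 100% = clavulanate BLA inhibitor control wells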
aDG glyco act – increases alpha dystroglycan glycosylation; Pro5-aDG cells, alpha-DG glycosylation AlphaScreen (IIH6); 0% Pro5, 100% B10-LARGE cell signal; activation, % at 10 µM; 360,000 compounds, 0.22% hits; AID 624168;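 active = activation of at least 8% versus controls, or a plate z-score of at least 8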;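 note: Pro5 are CHO cells carrying HIG-tagged alpha-DG that lacks glycosylation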
Vif imaging – blocks HIV Vif function; HEK293T cells, Vif self-association by quenched fluorescence, imaging, 24 h; inhibition, % at 7.49 µM; 340,000 compounds, 0.35% hits; AID 602346; in the data active = inhibition above about 50%, passing the limit was not always enough; inconclusive = no clear call, values can overlap the other calls; inactive = below about 31%; note: some results filed as inactive read as strong as hits
MC4R antag cAMP – antagonists of human melanocortin 4 receptor (MC4R) | P32245 | MC4R-expressing cells, MTII-stimulated cAMP, LANCE TR-FRET | inhibition, % at 6.5 µM | 360,000 compounds, 0.48% hits;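 active = inhibition above its plate's cutoff, the mean of tested wells on that plate plus 3 SD, cut at about 29% in these data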;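 note: 0% = Melanotan II alone and 100% = Melanotan II plus saturating MCL0020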
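System: U2OS-MC4R stable cell line; Technique: Eu-cAMP/anti-cAMP TR-FRET, emission 671 nm; Repeats: single well per compound; Also added: Melanotan II; Dosing: one concentration, 6.5 µM nominal; Schedule: 30-min compound, 1-h challenge, 1-h detection, room temperature.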
ABHD5-PLIN5 inh – blocks binding of human ABHD5 to perilipin-5. inhibition, % at 4 µM. Q00G26+Q8WTS1. AID 602281. Split G. princeps luciferase complementation, luminescence, 4 h. 360,000 compounds, 0.78% hits;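 active = inhibition above the mean inhibition across every tested compound plus 3 SD, cut at about 22% in these data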;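 note: 0% = DMSO only wells and the 100% control is not disclosed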
Glyco luc inh – blocks N-linked glycosylation in D54 reporter cells; reporter increase, % at 12.5 µM; 360,000 compounds, 0.23% hits; AID 588692; D54 ERlucT glycosylation luciferase reporter, 24 h; percent of 100 nM tunicamycin response;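 active = mean luciferase reporter signal, scaled so untreated is 0 and the glycosylation-blocking control 100, at or above a set limit in every replicate; inconclusive = mean reaches the limit but not every replicate does; inactive = mean below the limit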;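 note: luciferase carries N-glycosylation sites so blocking glycosylation raises the light; 0% = median of neutral control wells and 100% = median of 100 nM tunicamycin wells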
Granule exo inh – lytic granule exocytosis inhibition. inhibition, % at 10 µM. 360,000 compounds, 0.66% hits. AID 651702. TALL-104 LAMP-1 surface exposure, flow cytometry; cells stimulated with thapsigargin and PMA;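 active = inhibition above about 55%, limit read from the data; inconclusive = no clear call, values can overlap the other calls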
Starred values were filed as active, the others as inactive; ? = inconclusive; / = no result given; & = joins results of further samples. Some of the compounds tested; the hit share may differ from the screen's.

SMILES | ABCB6 inh MLPCN | NOD2 RIPK2 PPI | MC4R barr agon | TLR9-MyD88 inh | aDG glyco act | Vif imaging | MC4R antag cAMP | ABHD5-PLIN5 inh | Glyco luc inh | Granule exo inh
CCOCCOc1cccc(C(=O)NC(c2ccccc2)c2ccccc2)c1 | 107 | -13 | 4.8 | -3 | 0.2 | -4 | 15 | -4 | -2 | -3
Cc1cccc(OCC(O)CN2CCOCC2)c1 (configuration not stated) | 101 | -4 | 1.2 | -10 | -0.1 | -11 | 7 | -1 | 0 | -4
NC(=O)N(N)c1nc(N2CCCC2)nc(N2CCCC2)n1 | 97 | 4 | -0.3 | -4 | -0.1 | -2 | 0 | 2 | 3 | -2
COc1ccc(Oc2ncc(CN3CCN(c4ccccc4)CC3)s2)cc1 | 95 | 7 | -1.9 | 5 | 0.2 | -20 | -2 | -4 | 1 | -1
Cc1cc2nc(-c3ccc(NC(=O)c4cccnc4)cc3)oc2cc1C | 93 | -1 | 2.1 | -10 | -0.7 | 2 | 8 | 0 | -2 | 2
O=C(OCc1nnc(-c2ccccc2)o1)c1ccc2c(c1)C(=O)N(CCc1ccccc1)C2=O | 91 | 10 | -0.4 | 2 | -0.1 | 23 | 10 | 5 | 1 | -4
O=C(NCc1cccnc1)C1CCN(S(=O)(=O)N2CCOCC2)CC1 | 99 | 0 | 2.5 | -1 | -0.2 | / | -5 | 14 | 2 | -1
OCC1(CO)CC2(C1)CC(CO)(CO)C2 | 105 | -8 | -1.1 | -14 | -0.3 | 30 | 4 | 3 | 2 | -20
CCCCc1cc(=O)oc2cc(C)cc(OC(C)C(=O)NCc3ccncc3)c12 (configuration not stated) | 99 | -4 | -1.4 | -10 | 0.3 | 6 | -5 | 5 | -3 | -1
COc1ccccc1Nc1c2c(nc3ccc(N)cc13)CCCC2 | 95 | 0 | -2.8 | -3 | -0.1 | 7 | -4 | -1 | 7 | 2
O=C(O)c1ccc(N2C(=O)c3cccc4c(C(=O)O)ccc(c34)C2=O)cc1 | 108 | -17 | 0.3 | / | 0.0 | -10 | 11 | 1 | 2 | 8
COc1cccc(NC(=O)CCN2C(=O)c3ccccc3Sc3ncccc32)c1 | 98 | 2 | -1.7 | 0 | -0.1 | -5 | 5 | 1 | 1 | -1
C=C(C)CSc1nc2c(cc1C#N)CCC2 | 99 | 8 | -1.2 | 1 | -0.1 | -12 | 0 | 0 | -2 | -1
CC(C)[C@H]1C=C(C(=O)O)O[C@@H](OCCCCO)C1 | 95 | 3 | -2.3 | 4 | -0.1 | 2 | 5 | -3 | 4 | 2
O=C(COc1ccc(Cl)cc1Cl)Nc1ccccc1F | 93 | -13 | -1.1 | 2 | -0.1 | -9 | 2 | -3 | -16 | -9
CC1(C)C(=O)Nc2ccccc2N1C(=O)COc1cccnc1[N+](=O)[O-] | 95 | 0 | -3.7 | 3 | 0.4 | 3 | 0 | -4 | 2 | -4
COCCn1cnnc1SCC(=O)Nc1ccccc1C(=O)Nc1ccc2c(c1)OCO2 | 97 | -6 | -1.6 | -5 | 0.0 | / | 8 | -4 | -1 | -4
CCOc1ccc(NC(=O)CC2C(=O)N(C)C(=S)N2CCCc2ccccc2)cc1 (configuration not stated) | 101 | -2 | -2.1 | -8 | -0.2 | 3 | 8 | 7 | -2 | 0
O=C(Nc1ccc(S(=O)(=O)Nc2nccs2)cc1)c1cccc(S(=O)(=O)N2CCOCC2)c1 | 92 | 5 | -0.5 | 0 | -0.1 | -5 | 13 | 4 | 2 | 3
Nc1nonc1-n1nnc(C(=O)N/N=C/c2cccnc2)c1-c1ccccc1 | 100 | -4 | -1.7 | 15 | 0.2 | 16 | 4 | 3 | 2 | -2
COc1ccc(CCNC(=S)NCCc2ccc(OC)c(OC)c2)cc1OC | 98&98 | -12&-10 | -1.5&-0.2 | -8 | 0.2&0.1 | -4&-6 | 11&13 | 0&-5 | -1&2 | -2&1
COCCNC(=O)CSc1nnc(-c2ccccc2)c(-c2ccccc2)n1 | 94 | 1 | -1.6 | -8 | -0.1 | -1 | 3 | 6 | 3 | -3
O=c1cc(O)c(-c2ccc(Cl)c(Cl)c2)c(Cl)[nH]1 | 103 | 4 | -0.1 | -5 | 0.1 | 4 | 4 | 5 | 1 | 7
COc1ccc(Nc2oc(-c3ccc(Cl)cc3)nc2C#N)cc1 | 92 | 6 | 18* | -5 | -0.2 | 7 | -12 | -1 | 24 | 1
COCCCn1c(-c2ccco2)nc2ccccc2c1=O | 99 | -10 | 1.0 | -10 | 0.1 | -1 | -7 | 1 | 1 | 1
CCOC(=O)C1(Cc2ccccc2C(F)(F)F)CCN(Cc2ccc(COC)o2)CC1 | 95 | -9 | 0.4 | -10 | 0.1 | / | 7 | 3 | -3 | 1
O=C(COC(=O)c1ccccc1[N+](=O)[O-])Nc1nnc(-c2ccccc2)o1 | 96 | 4 | -4.2 | 6 | -0.1 | 3 | 2 | 6 | 1 | 3
Cc1cn(CCC(=O)Nc2ccccc2N2CCOCC2)c2ccccc12 | 94 | -1 | 2.0 | 6 | -0.1 | -4 | -2 | 10 | -2 | 0
COc1cc(CNC(=O)c2cc(-c3cc(F)ccc3OC(C)C)n[nH]2)cc(OC)c1 | 81 | 11 | 0.1 | / | -0.2 | 4 | 2 | -3 | 5 | -5
CCOC(=O)c1sc(NC(=O)CCCCCN2C(=O)c3cccc4cccc(c34)C2=O)nc1C | 100 | 3 | 0.1 | -1 | 0.0 | 27 | 5 | 0 | 4 | 7
Cc1c(Cl)cccc1NC(=O)NCc1cccnc1 | 95 | 3 | -1.5 | 2 | -0.1 | 3 | 3 | -5 | -1 | -1
CC(=O)Nc1cccc2c1C(=O)NC2=O | 97 | 4 | 1.3 | 3 | -0.2 | 20 | 4 | 1 | 2 | -1
O=C1C=C(c2ccccc2)C[C@H](c2cccs2)[C@H]1n1nnc([N+](=O)[O-])n1 | 100 | -5 | -0.3 | -2 | 1.6 | -4 | 8 | -3 | 16 | -7
COc1ccc(Cl)cc1NC(=O)CNC(c1ccccc1)c1ccccc1 | 99 | -10 | 0.6 | -6 | 0.1 | 7 | 27 | 2 | -1 | 15
Cc1ccccc1CN(C)C(=O)COC(=O)c1ccc2[nH]c(C)c(C)c2c1 | 80 | 7 | -2.7 | 4 | 0.3 | 0 | -5 | 0 | -7 | -5
O=C(CSc1ncnc2c1oc1ccccc12)Nc1ccccc1F | 101 | -1 | 0.5 | 4 | -0.2 | 18 | 10 | 0 | 3 | -1
COc1ccc(/C(O)=C2/C(=O)C(=O)N(CC3CCCO3)C2c2ccc(OC)c(OC)c2)cc1 (configuration not stated) | 93 | -6 | -0.8 | -5 | 0.0 | / | 5 | 1 | 2 | 0
CCCC(C(=O)NC1CCCC1)N(C(=O)c1snc(C(N)=O)c1N)c1ccc(F)cc1 (configuration not stated) | 97 | 7 | 1.6 | -12 | 0.0 | 8 | 4 | -13 | -2 | -8
CCN(CC(=O)Nc1c(F)cccc1F)C(=O)c1cccc(-n2cnnn2)c1 | 100 | -6 | -0.1 | -3 | -0.2 | -1 | 14 | -9 | 1 | 0
COc1cccc(N2C(=O)CC(N3CCc4ccccc43)C2=O)c1 (configuration not stated) | 97 | 3 | -1.6 | 3 | 0.1 | -2 | 8 | 3 | 1 | 4
O=c1c2ccccc2nc2n1C(CSCc1cccc(C(F)(F)F)c1)CS2 (configuration not stated) | 89 | -6 | 0.7 | 3 | 2.9 | -18 | 10 | -3 | -1 | -3
Cc1nc(NC(=O)/C=C/c2ccccc2)sc1C(=O)NCCO | 100 | -9 | -1.9 | -14 | 0.1 | 12 | -3 | 5 | -3 | -2
CCOC(=O)c1ccc(N=CC2=C(O)CC(C)(C)CC2=O)cc1 | 106 | 1 | -2.0 | -1 | 1.9 | -9 | -4 | 11 | 0 | -7
Cc1ccccc1NC(=O)c1ccc2snnc2c1 | 100 | -15 | -0.5 | 11 | -0.2 | -1 | 0 | 6 | 2 | -4
CCCCN(Cc1ccco1)C(=O)Cn1ncc2c(=O)oc3ccc(C)cc3c21 | 88 | -10 | -1.6 | 5 | 0.1 | 20 | 8 | -2 | 1 | 0
CC(C)CNC(=O)c1cccc(NC(=O)c2ccc3c(c2)C(=O)N(C)C3=O)c1 | 99 | 4 | -0.9 | -5 | 0.1 | -3 | 17 | -3 | -1 | -12
Cc1nnc(SCC(=O)c2c[nH]c3ccccc23)n1C1CC1 | 99 | 1 | 2.6 | 0 | -0.2 | 22 | 0 | 16 | 2 | 7
COc1cccc(Nc2ncnc3ccc(Br)cc23)c1 | 92 | -3 | 0.4 | 9 | 0.3 | -22 | 8 | 7 | -10 | 8
NC(=O)c1ccccc1NC(=O)CS(=O)(=O)Cc1ccccc1 | 93 | -1 | -0.1 | -1 | 0.2 | 11 | 8 | 4 | -3 | -2
C=CCn1c(SC)nc2sc3c(c2c1=O)CCc1ccccc1-3 | 99 | -8 | -1.4 | 6 | 0.0 | -1 | 18 | -9 | -2 | 1
CC(O)(c1ccc(F)c(F)c1)c1nc(-c2ccncc2)cs1 (configuration not stated) | 101 | 11 | -0.5 | / | 1.1 | -7 | 6 | 0 | 0 | 5
CCOc1ccccc1NC(=O)CSc1nnc(-c2ccccn2)n1Cc1ccco1 | 105 | -7 | 0.9 | -10 | 0.1 | -14 | 5 | 4 | -2 | -1
O=C1/C(=C/c2ccco2)CCc2ccccc21 | 94 | -5 | -1.3 | 4 | 0.2 | -1 | 4 | -2 | -2 | ?

Full records from above.
Listed for `Cc1nc(NC(=O)/C=C/c2ccccc2)sc1C(=O)NCCO` : ABCB6 inh MLPCN = 100; NOD2 RIPK2 PPI = -9; MC4R barr agon = -1.9; TLR9-MyD88 inh = -14; aDG glyco act = 0.1; Vif imaging = 12; MC4R antag cAMP = -3; ABHD5-PLIN5 inh = 5; Glyco luc inh = -3; Granule exo inh = -2
Listed for `C=CCn1c(SC)nc2sc3c(c2c1=O)CCc1ccccc1-3` : ABCB6 inh MLPCN = 99; NOD2 RIPK2 PPI = -8; MC4R barr agon = -1.4; TLR9-MyD88 inh = 6; aDG glyco act = 0.0; Vif imaging = -1; MC4R antag cAMP = 18; ABHD5-PLIN5 inh = -9; Glyco luc inh = -2; Granule exo inh = 1
Listed for `Cc1nnc(SCC(=O)c2c[nH]c3ccccc23)n1C1CC1` : ABCB6 inh MLPCN = 99; NOD2 RIPK2 PPI = 1; MC4R barr agon = 2.6; TLR9-MyD88 inh = 0; aDG glyco act = -0.2; Vif imaging = 22; MC4R antag cAMP = 0; ABHD5-PLIN5 inh = 16; Glyco luc inh = 2; Granule exo inh = 7
